Shiga inhibitor: Shiga toxin inhibition | Vero cells, Shiga toxin protein synthesis inhibition reporter | inhibition, % at 38.7 µM | hit rate 9.2% among 290,000 | AID 2315; in the data active = inhibition mostly above about 28%, no sharp cut-off; inactive = mostly below about 43%; note: 0% is about no effect
Pf growth 48h: inhibits P. falciparum growth in the first generation, 48 h. Potency, µM (doses to about 28.7 µM), without a hit: at the highest dose activity change, negative = inhibition, hits mostly inhibitors. hit rate 5.9% among 310,000. P. falciparum luciferase growth in erythrocytes, 48 h. AID 504832; note: potency is the fitted concentration of half-maximal effect; % is set by controls: 0 for no effect and ±100 for the full control effect
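Compounds are pin-transferred into medium, infected erythrocytes (2% hematocrit, 0.1% parasitemia final) are added, and plates sit one parasite generation at 37 C in 5% CO2. Detection reagent is then added and luminescence measured.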
Tb PYK inh: T. brucei pyruvate kinase inhibition | Q57TT1 | TbPYK enzyme, Kinase-Glo Plus ATP luminescence, 45 min | Potency, µM (highest dose often 76.8 µM), for inactives: at the top dose activity, negative = inhibition, actives largely listed as inhibitors | hit rate 0.12% among 410,000 | AID 624173; note: potency is the fitted concentration of half-maximal effect; % is set by controls: 0 for no effect and ±100 for the full control effect; nearly all actives have a fitted effect of over 50% in size
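ADP (130 uM final) triggers the TbPYK reaction after compound addition; incubation is 45 min at room temperature. Kinase-Glo Plus is then added and luminescence imaged. Normalized data are fitted to concentration-effect curves.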
AmpC no deterg: AmpC beta-lactamase inhibition without detergent | P00811 | AmpC nitrocefin hydrolysis, absorbance 480 nm, 0.0001% Triton | Potency, µM (highest dose often 57.1 µM), inactives show at the highest dose activity change, negative = inhibition, actives largely listed as inhibitors | hit rate 0.52% among 330,000 | AID 485341;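 note: potency is the fitted concentration of half-maximal effect; plate controls were no compound for no effect and no enzyme for full effect; nearly all actives have a fitted effect of over 20% in size; some results filed as inactive show a strong effect at the top dose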
Target sequence (P00811 whole entry, looked up): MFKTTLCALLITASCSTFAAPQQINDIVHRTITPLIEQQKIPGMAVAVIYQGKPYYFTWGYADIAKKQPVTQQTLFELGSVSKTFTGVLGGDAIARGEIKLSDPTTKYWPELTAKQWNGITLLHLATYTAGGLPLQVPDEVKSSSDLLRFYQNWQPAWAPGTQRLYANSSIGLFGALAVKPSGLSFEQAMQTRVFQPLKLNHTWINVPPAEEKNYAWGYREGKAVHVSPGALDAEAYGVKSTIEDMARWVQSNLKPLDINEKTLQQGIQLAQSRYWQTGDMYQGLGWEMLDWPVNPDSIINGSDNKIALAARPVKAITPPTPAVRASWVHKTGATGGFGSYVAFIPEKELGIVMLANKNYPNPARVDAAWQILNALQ
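AmpC (5.3 nM in the dispensed reagent) in 20 mM phosphate pH 7.0 with 0.01% (detergent screen) or 0.0001% Triton X-100 was preincubated with compounds for 15 min at room temperature. Nitrocefin was then added from an 800 uM solution, and hydrolysis was followed at 480 nm.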
LmPK inhibitor: LmPK (Leishmania mexicana) enzyme inhibition; purified LmPK, Kinase-Glo ATP luminescence, 1 h; Potency, µM (top dose mostly 57.5 µM), for inactives: top-dose activity change, negative = inhibition, hits mostly inhibitors; hit rate 0.37% among 290,000; note: potency is the fitted concentration of half-maximal effect; % is set by controls: 0 for no effect and ±100 for the full control effect
Target sequence (Q27686 whole entry, looked up): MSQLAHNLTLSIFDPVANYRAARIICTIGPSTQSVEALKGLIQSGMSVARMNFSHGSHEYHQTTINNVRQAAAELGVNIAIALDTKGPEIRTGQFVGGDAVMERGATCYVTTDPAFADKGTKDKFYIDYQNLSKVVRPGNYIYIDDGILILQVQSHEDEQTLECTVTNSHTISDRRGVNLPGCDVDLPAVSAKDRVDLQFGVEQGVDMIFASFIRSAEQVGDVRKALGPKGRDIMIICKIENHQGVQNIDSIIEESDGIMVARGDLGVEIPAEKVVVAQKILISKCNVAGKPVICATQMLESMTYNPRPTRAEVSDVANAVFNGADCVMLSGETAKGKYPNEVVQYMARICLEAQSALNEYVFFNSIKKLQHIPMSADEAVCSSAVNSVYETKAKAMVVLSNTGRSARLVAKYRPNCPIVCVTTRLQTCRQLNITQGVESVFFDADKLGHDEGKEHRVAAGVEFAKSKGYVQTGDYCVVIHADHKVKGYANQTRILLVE
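Pyruvate kinase activity monitored as ATP production (luciferase luminescence). Conditions: 0.1 nM enzyme, 0.5 mM PEP, 0.1 mM ADP, 1 h, RT; normalized against uninhibited and no-enzyme wells.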
CHX counter: counter-screen for Shiga toxin inhibitors: cycloheximide protein synthesis inhibition; cell reporter, cycloheximide protein synthesis inhibition counterscreen; max response, %; hit rate 12% among 300,000; AID 2314; in the data active = max response mostly above about 13%, no sharp cut-off; inactive = mostly below about 14%; note: read at 38.3 µM for the half of the compounds with a filed dose; 0% is about no effect
Pf growth 96h: inhibits malaria parasite growth, 96 h | P. falciparum luciferase reporter growth, 96 h | Potency, µM (doses to about 28.7 µM), for the others: at the highest dose activity change, negative = inhibition, actives largely listed as inhibitors | hit rate 6.9% among 320,000; note: potency is the fitted concentration of half-maximal effect; % is set by controls: 0 for no effect and ±100 for the full control effect
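Erythrocytes infected with luciferase-expressing P. falciparum were dispensed at 2% hematocrit and 0.05% parasitemia (final), then incubated with compounds 96 hours at 37 C in 5% CO2. Luminescence after detection reagent addition reported growth.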
Starred values were filed as active, the others as inactive; ? = inconclusive; · = not tested or not shown; & = joins results of further samples; [ ] = another dose, or the depositor's remark. Unless noted, calls come from the whole dose curve; as a rule, active = well fitted curve in the direction sought with a large enough effect; inconclusive = small, poorly fitted or top-dose-only effect, or another doubt; inactive = no such curve, though single readings can be large; an effect the other way counts as inactive or inconclusive.

SMILES	Shiga inhibitor	Pf growth 48h	Tb PYK inh	AmpC no deterg	LmPK inhibitor	CHX counter	Pf growth 96h
Oc1ccc(CNCC2COc3ccccc3O2)cc1 (stereo not drawn)	-0.7	?	-13.7%	-9.7%	-3.0%	14.1	?
CCCn1c(Nc2ccccc2)nc2ccccc21	-3.7	-4.0%	0.3%	-17.8%	-5.3%	-1.0	·
COCCCNC(=O)CC(C)c1ccccc1 (stereo not drawn)	24.5	-15.6%	-6.1%	-32.6%	3.8%	-2.2	?
O=C(NCC(=O)N1CCCC(C(F)(F)F)C1)c1ccc2ccccc2c1 (stereo not drawn)	·	0.6%	-12.2%	-12.4%	·	·	37.1%[activator]
CN1CCc2nc(SCC(=O)Nc3cccc(F)c3)c(C#N)c(-c3cccs3)c2C1	52.8*	13.1µM*	6.0%	-10.8%	1.2%	36.7	10.4µM*
O=C1N=C(N2CCCC2)S/C1=C\c1cccc(Br)c1	34.8	?	0.6%	68.6%[activator]	-8.0%	20.2*	-20.9%
CCN(c1cccc(C)c1)S(=O)(=O)c1csc(C(N)=O)c1	-6.3	-11.4%[0.00184 µM]	2.3%	-14.3%	-0.5%	-3.0	8.9%
O=C(Cc1ccccc1)NCCSC1CCCCC1	58.0*	8.7%	1.3%	-4.8%	3.1%	31.1*	26.8%
COc1ccc(NC(=O)C2CC(=O)N(CCc3ccc(Cl)cc3)C2)cc1 (stereo not drawn)	2.2	?	5.3%	45.6%	4.8%	-0.8	-16.1%
O=C(Nc1ccc(Oc2cccnc2)cc1)c1ccccc1Cl	1.9	14.3%	4.9%	-21.0%	-1.1%	27.5*	?
CCCCCCSc1nnc(-c2cnn(-c3ccccc3)c2-n2cccc2)n1C	-25.1	-29.5%	?	56.9%	4.0%	7.3	·
Cc1ccc(-c2nn3nnnc3c3ccccc23)cc1	-20.0	·	-4.2%	-14.6%	11.3%	-3.4	-55.0%
CN(C)c1nc(OCCNC(=O)COc2ccc(Cl)cc2Cl)nc(N(C)C)n1	50.8	·	-1.9%	68.5%[activator]	-4.7%	7.7	?
COc1ccccc1NS(=O)(=O)c1ccc(O)cc1	-16.0	·	-28.9%	-10.8%	6.4%	-4.8	?
O=C(CC(=O)N/N=C\c1cccc(Cl)c1Cl)NCc1ccccc1	-10.8	1.7%	-2.8%	-27.1%	-0.9%	8.7	-23.9%
CC(C)OP(=O)(OC(C)C)C(Nc1ccc(C(=O)O)cc1)c1ccccc1 (stereo not drawn)	-2.3	4.8%	-2.3%	-4.7%	5.3%	-3.5	8.3%
CC(=O)NCCC(=O)Nc1nc2ccc(Oc3ccccc3)cc2s1	100.8*	162.5%[activator]	-2.5%	105.4%[activator]	0.8%	61.5*	285.2%[activator]
CCCC(=O)N1CCN(c2ccc([N+](=O)[O-])c(NC(C)c3ccccc3)c2)CC1 (stereo not drawn)	-19.8	11.7µM*	·	76.1%[activator]	1.0%	-5.8	9.28µM*
COc1cccc(-c2cc(C(=O)N3CCc4ccccc4C3)no2)c1	6.2	22.3%	-16.2%	-2.7%	0.4%	17.1*	6.3%
CC(=O)Nc1sc(C)c(C)c1C(=O)OCC(=O)N(CC(C)C)C1CCS(=O)(=O)C1 (stereo not drawn)	9.6	-7.9%	-7.7%	172.7%[activator]	0.6%	-3.4	?
CCOc1nc2cnccc2n(CC(=O)Nc2cccc(C)c2C)c1=O	-15.1	8.5%	6.5%	0.0%	-5.2%	-6.9	-6.1%
COc1ccc(-c2ccc(=O)n(CC(=O)Nc3ccc4c(c3)OCCO4)n2)cc1	-12.2	14.3%	?	-30.5%	-4.4%	-1.9	13.5%
OC(COc1c(F)cc(Br)cc1F)CN1CCOCC1 (stereo not drawn)	-7.5	24.0%	0.0%	2.4%	2.4%	-0.7	5.4%
COC(=O)c1cc(C(=O)Nc2cc(C)ccn2)cc([N+](=O)[O-])c1	34.9*	-8.9%	-1.7%	-19.5%	0.0%	12.6	4.0%
CC(C)(C)NC(=O)/C(=C/c1ccccc1F)NC(=O)c1ccc([N+](=O)[O-])cc1	-4.9	-2.2%	-2.2%	-13.2%	-0.2%	-3.8	106.1%[activator]

Limited to Pf growth 48h and LmPK inhibitor, for three of the compounds above:
| smiles | Pf growth 48h | LmPK inhibitor |
| --- | --- | --- |
| CCOc1nc2cnccc2n(CC(=O)Nc2cccc(C)c2C)c1=O | 8.5% | -5.2% |
| COc1ccc(-c2ccc(=O)n(CC(=O)Nc3ccc4c(c3)OCCO4)n2)cc1 | 14.3% | -4.4% |
| OC(COc1c(F)cc(Br)cc1F)CN1CCOCC1 (stereo not drawn) | 24.0% | 2.4% |

The listing picks up with the 3 entries that preceded the break.
SMILES	Shiga inhibitor	Pf growth 48h	Tb PYK inh	AmpC no deterg	LmPK inhibitor	CHX counter	Pf growth 96h
OC(COc1c(F)cc(Br)cc1F)CN1CCOCC1 (stereo not drawn)	-7.5	24.0%	0.0%	2.4%	2.4%	-0.7	5.4%
COC(=O)c1cc(C(=O)Nc2cc(C)ccn2)cc([N+](=O)[O-])c1	34.9*	-8.9%	-1.7%	-19.5%	0.0%	12.6	4.0%
CC(C)(C)NC(=O)/C(=C/c1ccccc1F)NC(=O)c1ccc([N+](=O)[O-])cc1	-4.9	-2.2%	-2.2%	-13.2%	-0.2%	-3.8	106.1%[activator]
COc1ccc(C(=O)NC(=S)NNC(=O)c2cnccn2)cc1	6.4	2.62µM*	-19.2%	-12.3%	-0.7%	12.8	?
Cc1[nH][nH]c(=O)c1N=Nc1ccccc1Cl	55.9*	0.3%	-0.6%	-3.4%	-15.9%	22.1*	21.8%
CC(=O)c1ccc(OCC(C)C)c(CC(C(N)=O)C(N)=O)c1	-2.4	1.5%	4.9%	-10.2%	-1.2%	-2.4	-13.3%
CC(Sc1nnc(-c2cccnc2)n1C)C(=O)N1CCOCC1 (stereo not drawn)	·	5.4%	-9.3%	-8.8%	·	·	10.3%
CC(=O)/C=C(\C)N=Nc1c(O)[nH]c2ccccc12	56.3*	16.1%	1.0%	3.8%	-1.6%	32.3*	0.0%
COc1ccc(C(=O)Nc2cc(Cl)ccc2Cl)c(OC)n1	21.4	13.7%	-14.0%	-8.8%	-13.3%	17.8*	21.2%
Cc1c(CNC(=O)c2c([N+](=O)[O-])cnn2C)cnn1C	5.9	?	-3.7%	6.1%	6.7%	-3.9	-16.2%
CC(=O)N1N=C(c2c(-c3ccccc3)c3cc(Br)ccc3[nH]c2=O)CC1c1ccco1 (stereo not drawn)	8.6	?	2.2%	46.0%	-1.0%	-2.3	5.22µM*
COc1ccc(CCNC(=O)Cc2ccc([N+](=O)[O-])cc2)cc1OC	-0.9	-7.2%	-18.8%	-8.8%	2.3%	0.8	-13.6%
CN1CC[n+]2cnc3ccccc3c21	-6.2	?	-3.1%	-33.0%	-3.4%	0.9	-6.0%
O=C1NCC(O)=C1C=NCCO	-2.9	28.6%	2.4%	-7.0%	-0.6%	-0.2	87.2%[activator]
Cc1sc(NC(=O)C2=COCCO2)nc1-c1ccc(Cl)cc1	·	19.1%	-2.6%	-5.5%	·	·	23.0%
COC(=O)Cn1c(CN2CCOCC2)nc2c1c(=O)[nH]c(=O)n2C	-8.3	19.1%	1.8%	-6.7%	0.0%	5.1	12.0%
COc1ccc(S(=O)(=O)N2CCN(c3cc(-c4ccccc4)nc4ncnn34)CC2)cc1	-5.8	-18.0%	-0.4%	-10.2%	2.4%	-1.6	23.7%
COc1cc(NC(=O)c2ccc(C(C)(C)C)cc2)c(OC)cc1NC(=O)CN1CCCCC1	19.7	6.57µM*	4.4%	-9.2%	5.1%	20.1	-2.6%
CCn1c(C)c(C)c2cc(C(=O)N3CCN(c4cccc(C)c4C)CC3)ccc21	-9.5	-11.2%	0.9%	0.4%	10.2%	-4.0	?
CC1CCc2c(sc3nc(CSc4ncn[nH]4)[nH]c(=O)c23)C1 (stereo not drawn)	12.1	3.1%	-13.4%	-17.1%	6.2%	-0.9	18.3%
Cc1cc(C(=O)Nc2ccc([N+](=O)[O-])cn2)cs1	141.0*	100.3%	-10.0%	-21.0%	-5.1%	40.9*	121.6%[activator]
COc1cc(CNc2ccc3[nH]c(=O)[nH]c3c2)cc(Br)c1OCc1ccccc1F	-4.5	·	-11.3%&-5.2%	-13.3%	-2.3%	1.0	-10.5%
COc1ccc(C(=O)OCc2c(-c3cccc(OC)c3)ncc3ccccc23)cc1	·	?	-2.9%	9.2%	·	·	?
OC(CN1CCCCC1)Cn1c(C(F)(F)F)nc2ccccc21 (stereo not drawn)	-11.1	14.5%	-10.4%	-21.4%	-4.8%	-2.4	3.6%
CC1CCN(S(=O)(=O)c2ccc3c(c2)N(CC(=O)NCCCN2C(C)CCCC2C)C(=O)CO3)CC1 (stereo not drawn)	23.4	7.0%	-1.6%	65.8%[activator]	3.3%	-1.5	28.5%
NS(=O)(=O)c1ccc(N/N=C2/CCCCC2C2CCCCC2)c([N+](=O)[O-])c1 (stereo not drawn)	-5.4	?	-14.9%	-29.0%	-0.8%	-5.9	?
O=C(NCCSCc1ccccc1)c1ccc(Cl)c(S(=O)(=O)N2CCOCC2)c1	11.4	10.4µM*	1.7%	7.5%	5.8%	-2.8	11.7µM*
COc1cc2ccccc2cc1C(=O)N1CCN(c2ccccn2)CC1	0.2	7.7%	5.0%	43.7%	-3.1%	-6.4	10.9%

Other entries follow:
SMILES	Shiga inhibitor	Pf growth 48h	Tb PYK inh	AmpC no deterg	LmPK inhibitor	CHX counter	Pf growth 96h
COC(=O)c1cccnc1-n1c(=O)c2cccnc2n(Cc2ccc([N+](=O)[O-])cc2)c1=O	-11.4	10.4µM*	1.1%	157.2%[activator]	10.4%	-2.0	?
O=C(COC(=O)c1n[nH]c2ccccc12)Nc1ccc(S(=O)(=O)N2CCCC2)cc1	-6.3	-8.3%	2.9%	-39.5%	4.4%	-2.9	156.4%[activator][5.75 µM]
Cc1cccc(C(=O)NCCNC(=O)c2cnccn2)c1	-6.5	?	-4.3%	-7.4%	1.9%	-8.0	-4.8%
COC(=O)c1scc2c(=O)cc(C(F)(F)F)[nH]c12	9.4	-0.6%	2.6%	-14.1%	0.1%	2.4	6.2%
Clc1nc(CN2CCCCC2)nc2sc3c(c12)CCCC3	30.2	-10.2%	24.2%	-14.4%	4.6%	30.9	?
O=C(O)C1=CC[C@@H](c2ccc(Cl)cc2)N(S(=O)(=O)c2ccc(Cl)cc2)C1	·	21.7%	-1.5%	-13.2%	·	·	53.5%[activator]

Entries of single compounds, quoted from the list. Values in the order: Shiga inhibitor	Pf growth 48h	Tb PYK inh	AmpC no deterg	LmPK inhibitor	CHX counter	Pf growth 96h
COC(=O)c1cccnc1-n1c(=O)c2cccnc2n(Cc2ccc([N+](=O)[O-])cc2)c1=O as listed: -11.4	10.4µM*	1.1%	157.2%[activator]	10.4%	-2.0	?
Cc1cccc(C(=O)NCCNC(=O)c2cnccn2)c1 as listed: -6.5	?	-4.3%	-7.4%	1.9%	-8.0	-4.8%
Clc1nc(CN2CCCCC2)nc2sc3c(c12)CCCC3 as listed: 30.2	-10.2%	24.2%	-14.4%	4.6%	30.9	?
O=C(O)C1=CC[C@@H](c2ccc(Cl)cc2)N(S(=O)(=O)c2ccc(Cl)cc2)C1 as listed: ·	21.7%	-1.5%	-13.2%	·	·	53.5%[activator]

Screens (PubChem BioAssay)
